Bioassay records as filed in PubChem BioAssay.
UPR XBP1 act – activators of adaptive arm of unfolded protein response (XBP1); activation, % at 20 µM; actives 0.33% (n = 330,000); AID 463104; CHO-XBP1 luciferase reporter, IRE1-XBP1 UPR activation, luminescence; percent of tunicamycin response, DMSO as zero;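 active = versus positive control, 20 µM dose yields 30% or more activation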;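 note: 100% = tunicamycin at 10 µg/mL and 0% = DMSO only wells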
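incubation = overnight seeding at 37 °C, 6 h compound treatment at 37 °C | assay system = CHO-XBP1 cells stably carrying IRE1-XBP1-driven luciferase reporter | input = 1000 cells per well | detection = luciferase luminescence | dosing = single point, 20 µM final compound, 1% DMSO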
APJ ag – APJ receptor agonism | P35414 | CHO-K1 APJ PathHunter beta-arrestin, luminescence; 0% DMSO wells, 100% apelin | activation, % at 20 µM | actives 0.11% (n = 330,000) | AID 2520;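 active = activation more than six SD over the plate average, tested at 20 µM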;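 note: 0% = DMSO alone and 100% = apelin-13 at 10 nM; some results filed as inactive read as strong as hits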
Target sequence (P35414 whole entry, looked up): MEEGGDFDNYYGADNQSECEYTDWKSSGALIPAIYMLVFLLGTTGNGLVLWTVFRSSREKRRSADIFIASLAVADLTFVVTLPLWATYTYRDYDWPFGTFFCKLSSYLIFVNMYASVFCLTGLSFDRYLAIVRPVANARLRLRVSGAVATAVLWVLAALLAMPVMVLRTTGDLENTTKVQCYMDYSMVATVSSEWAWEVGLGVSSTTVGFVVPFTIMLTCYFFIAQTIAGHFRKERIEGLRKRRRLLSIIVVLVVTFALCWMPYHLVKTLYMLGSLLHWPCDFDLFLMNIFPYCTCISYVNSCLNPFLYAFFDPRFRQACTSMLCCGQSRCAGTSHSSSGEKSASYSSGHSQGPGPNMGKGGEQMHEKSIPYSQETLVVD
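assay system = CHO-K1 APJ beta-arrestin complementation cell line | input = cell density 1000 per well | dosing = compound 20 µM once, DMSO 1% | timing = compound 90 min 25 °C, reagent 1 h | measured by = luminescence from split beta-galactosidase complementation, Galacton Star/Emerald II substrate | read-out basis = APJ agonist activity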
tim10-1 inh – inhibits growth of tim10-1 mutant yeast | actives 2.2% (n = 330,000) | S. cerevisiae tim10-1 ts strain growth, BacTiter-Glo, 24 h | AID 463190 | inhibition, % at 20 µM;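 active = inhibition of at least 40%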;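 note: mutant grown at 25 °C; 0% = DMSO wells with yeast and 100% = wells holding no yeast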
Mdm2-MdmX inh – disrupts the human Mdm2-MdmX interaction | O15151+Q00987 | SaOS-2 split-luciferase Mdm2/MdmX complementation, luminescence | inhibition, % at 8 µM | actives 3% (n = 330,000);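 active = inhibition of at least 50% at 8 µM in the primary screen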
GRIN3A LBD mod – modulates the human NR3A ligand-binding domain; NR3A LBD differential scanning fluorimetry, Tm shift; 0% = protein alone, 100% = glycine-bound protein; Tm shift relative to glycine control, % at 25 µM; actives 2.5% (n = 340,000); AID 1259313;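 active = melting temperature shift of at least 10% of the positive control shift, at one fixed dose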
TIM10 inh – growth inhibitors of TIM10 yeast strain | actives 1.4% (n = 330,000) | inhibition, % at 10 µM | S. cerevisiae TIM10 strain growth, BacTiter-Glo luminescence, 24 h;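 active = inhibition of 40% or more at the single tested concentration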;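 note: wild-type TIM10 isogenic control strain grown at permissive 25 °C; 0% = DMSO yeast wells and 100% = minimal medium wells without yeast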
NLRP3 yeast inh – inhibitors of NALP3 inflammasome in yeast; Yeast reconstituted NLRP3/ASC/caspase-1, beta-gal luminescence, 24 h; inhibition, % at 10 µM; actives 0.39% (n = 330,000); AID 2825;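 active = inhibition of 50% or more; inactive = inhibition below 50%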;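 note: plate controls were induced DMSO wells for no effect and uninduced yeast grown without galactose for full effect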
CHOP UPR activ – apoptotic UPR (CHOP) activation; CHO-CHOP luciferase reporter, luminescence; percent of tunicamycin response over DMSO baseline; activation, % at 10 µM; actives 0.34% (n = 330,000); AID 449763;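 active = at 10 µM dose, activation of 40% or more, normalized to positive control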;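 note: 100% = tunicamycin at 10 µg/mL and 0% = DMSO alone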
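System: CHO-CHOP luciferase reporter cell line | Buffer or medium: F12 medium containing 10% fetal bovine serum | Doses: One dose, 10 µM in 0.5% DMSO | Times: 6 h compound exposure at 37 °C after overnight seeding | Signal: Luciferase luminescence | Read-out: % activation vs tunicamycin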
tim23-1 inh – inhibits growth of tim23-1 mutant yeast | actives 1.3% (n = 330,000) | S. cerevisiae tim23-1 growth, BacTiter-Glo luminescence, 24 h | inhibition, % at 20 µM;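 active = growth inhibition of the mutant yeast at or above 50%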;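 note: temperature-sensitive mutant grown at 25 °C; plate controls were DMSO-treated mutant yeast for no effect and medium wells lacking yeast for full effect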
The depositor's hits bear a star; . = not tested or not shown; & = joins results of further samples. Rows are unselected; 8.2% or so of the library scored in one or more.

SMILES	UPR XBP1 act	APJ ag	tim10-1 inh	Mdm2-MdmX inh	GRIN3A LBD mod	TIM10 inh	NLRP3 yeast inh	CHOP UPR activ	tim23-1 inh
O=C(c1cccc(C(=O)N2CCc3ccccc32)n1)N1CCc2ccccc21	-3.2	-2.0	16.3	-17.2	0.1	-11.1	-2.7	1.2	3.1
COCCNC(=O)c1cc2sc3ccccc3c2s1	0.1	-5.4	35.5	-119.8	-1.7	15.3	34.7	3.1	23.7
COc1ccc(Nc2cc(C(=O)NCc3ccco3)c3ccccc3n2)cc1	-1.6	-0.7	5.5	-2.2	.	6.8	6.7	0.2	8.2
O=C(Cn1nc(Cc2cccnc2)c2ccccc2c1=O)Nc1cc(F)ccc1F	-3.1	2.3	13.3	-26.8	0.5	-10.0	6.6	2.5	0.1
COc1ccc2c(c1)CCNC2Cc1ccc(OC)c(O)c1 (stereo not drawn)	1.2	9.1	0.4	-20.9	-2.8	0.6	5.5	1.2	10.1
Cc1ccc(S(=O)(=O)NC(CC(C)C)C(=O)Nc2ccncc2)cc1 (stereo not drawn)	11.3	0.4	11.7	13.1	3.8	-5.9	14.8	-0.7	3.2
C/C(Cn1nc([N+](=O)[O-])cc1C)=N\NC(=O)COc1ccc(Cl)cc1Cl	-0.4	-1.4	18.9	0.4	-17.1	-4.7	21.4	0.7	7.6
Cc1ccc(NC(=O)c2ccn(C(=O)Nc3ccccc3)n2)c(C)c1	-1.1	-3.0	3.6	-10.6	-5.0	-3.2	14.0	2.6	4.5
COc1ccc(S(=O)(=O)N2CCc3ccccc32)cc1C(=O)N1CCN(C=O)CC1	-1.8	-4.4	-9.4	7.1	0.4	1.9	18.2	2.0	-5.1
O=C(NC(Cc1ccccc1)C(=O)O)c1ccc(S(=O)(=O)N2CCCC2)cc1 (stereo not drawn)	2.4	-3.5	1.2	7.8	-0.3	0.4	-7.2	-1.8	2.3
Cc1ccc(-c2cc(C(=O)N3CCN(C(=O)c4ccco4)CC3)[nH]n2)cc1C	-1.4	0.3	13.3	20.4	0.4	6.5	7.1	0.8	13.7
O=C(NNC(=O)c1n[nH]c2ccccc12)c1ccccc1	4.9	0.1	5.8	10.0	-1.6	0.3	1.1	3.5	3.2
Cc1ccc(-n2c(-c3ccccc3)c[n+]3c2CCc2ccccc2-3)c(C)c1	6.0	0.6	43.3*	81.8*	0.0	31.9	-3.3	-1.3	17.9
C[C@H](CCC(=O)NCC(=O)O)[C@H]1CC[C@H]2[C@@H]3[C@H](O)C[C@@H]4C[C@H](O)CC[C@]4(C)[C@H]3C[C@H](O)[C@]12C	-6.3&-6.1	-0.4&-4.9	4.4&1.7	-28.4&0.4	-0.5&-4.7&-3.5	3.3&3.9	6.2&8.9	-2.4&0.7	8.7&7.2
CCN(CC)S(=O)(=O)c1ccc(C(=O)NCc2n[nH]c(=S)n2-c2ccccc2OC)cc1	0.0	5.3	2.2	-12.4	-1.6	-5.0	-2.1	-0.3	6.0
Nc1ccc(C(=O)N(CCO)CCO)cc1	-0.9	0.4	-6.4	-2.6	-0.4	-9.3	20.0	-0.4	11.2
Cn1cccc1C(=O)NNC(=O)COc1ccc(Br)cc1	-0.4	5.3	-7.2	4.9	-0.4	-5.7	22.7	0.3	6.0
O=C(C(Sc1ccccc1)c1ccccc1)N1CCN(c2ccccc2)CC1 (stereo not drawn)	-2.3	-0.7	12.9	-17.9	-0.4	22.4	19.3	2.5	33.5
O=C(C1CCN(S(=O)(=O)c2ccccc2)CC1)N(CCc1ccccc1)Cc1ccco1	-0.7	8.7	21.3	13.9	1.8	27.1	13.1	-0.7	27.5
C/C(=N\Nc1nc2ccccc2[nH]1)c1ccc2c(c1)OCCO2	12.3	-5.4	16.9	-3.0	-1.7	18.8	18.2	2.9	-0.5
Cc1ccc(C)c(OCc2cc(C(=O)N3CCc4sccc4C3)no2)c1	-3.8	-3.5	2.8	4.4	0.8	12.2	15.4	-1.0	0.0
Cc1nn(CC(=O)Nc2ccc(N3CCOCC3)cc2)c(C)c1[N+](=O)[O-]	-1.6	-2.6	4.6	6.7	-1.0	-1.8	3.6	-0.1	0.2
CCOC(=O)C1CCCCN1Cc1cn(C)nc1-c1ccccc1F (stereo not drawn)	-2.3	-1.0	0.4	13.4	-2.1	-8.4	7.2	1.5	12.2
O=C(CCl)Nc1sccc1C(=O)c1ccccc1	9.3	2.9	53.7*	34.0	-0.1	47.5*	-3.9	37.4	59.9*
COc1cccc(-c2csc3nc[nH]c(=O)c23)c1	0.7	1.2	21.4	-2.3	1.6	-12.0	-2.3	-0.8	9.0
Further results.
SMILES	UPR XBP1 act	APJ ag	tim10-1 inh	Mdm2-MdmX inh	GRIN3A LBD mod	TIM10 inh	NLRP3 yeast inh	CHOP UPR activ	tim23-1 inh
CCOC(=O)N1CCN(Cc2nc3c(c(=O)[nH]c(=O)n3C)n2Cc2cc(C)ccc2C)CC1	1.8	-2.7	-8.0	-4.5	-0.5	16.5	2.3	-0.4	10.7
Cc1ccccc1OCC(O)CN1CCC(C)CC1 (stereo not drawn)	-1.5	-1.8	2.1	18.0	-2.5	-7.0	20.8	-2.3	-5.9
Cc1ccccc1NC(=O)C(Cc1ccccc1)n1cccc1 (stereo not drawn)	-1.6	-2.7	10.7	-12.8	-3.4	8.0	-4.4	-1.2	24.7
COc1ccc(CNC(=O)Cn2ccc(NC(=O)OCc3ccccc3)nc2=O)cc1	1.1	-1.8	-7.9	3.8	-1.3	-8.9	0.8	0.0	-7.0
C[C@@H]1CCC[C@]2(O[C@@H](CCO)C[C@H](O)[C@H]2O)O1	-2.8	-1.3	-6.0	-8.8	-4.7	-4.8	11.0	0.2	-5.5
COc1ccc2c(c1)C=CC1(O2)N(CCO)c2ccccc2C1(C)C (stereo not drawn)	-1.2	-1.1	39.6	40.8	-3.3	14.3	14.0	-1.6	40.8
Cc1ccccc1C(=O)N1CCN(c2ccc([N+](=O)[O-])c(NCc3cccnc3)c2)CC1	-2.7	-0.3	15.0	-30.8	-2.4	10.7	5.9	0.2	21.1
CSCCC(NC(=O)c1ccc(Cl)cc1Cl)C(=O)NNC(=O)c1csc(N2CCOCC2)n1 (stereo not drawn)	-1.8	6.4	-13.3	-3.7	-1.9	0.9	19.6	2.5	12.5
S=C(NC1CCCC1)N1CCN(C/C=C/c2ccccc2)CC1	-2.3	-0.4	13.9	6.4	6.9	8.9	38.1	1.0	11.5
O=[N+]([O-])c1ccc(O)c(C=Nc2cccc3ncccc23)c1	0.0	0.1	16.3	21.2	0.4	11.9	-17.3	0.1	25.0
Cc1c(CC(=O)N2CCC(C(=O)O)CC2)c(=O)oc2cc3c(cc12)CCC1(CCCCC1)O3	-0.8	-3.7	-0.8	-10.3	-2.4	0.3	2.1	-0.4	-4.7
O=C(c1nc2ccccn2c1CN1CCCC(OCc2ccccc2)C1)N1CCCC1 (stereo not drawn)	-0.6	-0.8	-2.3	-21.7	-1.0	11.4	7.7	0.5	-7.1
Cc1ccc(C(=O)c2ncc[nH]2)cc1	2.9	4.8	-7.2	-7.8	-1.1	0.8	32.4	4.7	15.0
O=C(NCCS(=O)(=O)NCc1ccco1)c1ccccc1	-0.1	4.2	-7.1	12.5	-1.0	-7.7	8.7	6.3	9.5
COc1ccc(N2C(=O)c3ccc(C(=O)Nc4ccccc4OC)cc3C2=O)cc1	-3.9	-3.8	6.0	14.9	-2.2	-6.9	28.1	1.0	6.1
Cc1nonc1C(=O)N/N=C/c1cc2c(cc1Br)OCO2	-0.2	-3.3	2.3	24.4	1.6	-1.1	7.7	2.6	-9.0
Cc1ccc(CC(=O)NCC(O)c2ccccc2)cc1 (stereo not drawn)	-0.4	-0.1	-11.4	-5.7	-0.7	2.0	19.3	2.5	3.9
CCCNC(=O)c1cccc(COc2ccccc2OC)c1	-1.6	2.7	18.3	-25.9	-2.2	9.3	20.0	-1.9	13.1
Cc1cc(NC(=O)CCC(=O)N(CC(=O)NC2CCCC2)c2ccc(F)cc2)no1	-0.2	1.8	-10.3	0.7	-2.7	-1.5	2.2	0.2	15.9
CN(CCC1CCOCC1)C(=O)CC1C(=O)NCCN1CC1CCCCC1 (stereo not drawn)	-2.4	-0.6	8.9	8.1	-5.8	-6.1	3.2	1.4	3.4
CCN1C(=O)CC(N2CCN(c3ccc(Cl)cc3)CC2)C1=O (stereo not drawn)	-6.2	-1.7	7.2	-2.5	-2.1	4.8	13.9	0.1	3.7
Cc1ccc(/C=N/NC(=O)CNC(=O)c2ccc(S(=O)(=O)N3CCCC3)cc2)o1	-1.0	2.0	0.9	9.0	0.3	6.4	6.7	-1.4	-0.9
NS(=O)(=O)c1ccc(NCc2cc(Cl)ccc2OCc2ccc(F)cc2)cc1	-3.2	-4.0	12.3	25.6	-9.9	22.4	1.5	0.9	30.6
O=C(CSc1nc2ccccc2c(=O)n1-c1ccc(Cl)cc1)N/N=C/C=C/c1ccccc1[N+](=O)[O-]	-1.9	-2.6	19.6	3.2	-1.1	15.8	17.5	2.0	17.2
CCOC(=O)C1=C(C)N=C2SCCC(=O)N2C1c1cc(Br)ccc1OC (stereo not drawn)	0.4	-3.0	2.6	-7.2	2.3	5.6	-10.5	-0.7	15.6
CCOC(=O)c1c(C=O)c2ccccc2n1CC	3.0	-3.4	7.2	29.7	-1.1	-8.5	22.3	-0.8	39.0
CCN1CCc2nc(NC(=O)c3ccccc3)sc2C1	-4.0	-0.3	10.7	4.1	0.3	-6.5	3.2	-5.1	8.0
O=C(N1CCOCC1)N1CCC(c2nc(-c3ccc(S(=O)(=O)N4CCOCC4)cc3)no2)CC1	-4.9	4.4	5.4	17.9	-0.5	6.8	3.8	-3.2	-2.2
Cc1ccc(-n2[nH]c(C)c(C=NC34CN5CN(CN(C5)C3)C4)c2=O)cc1C	0.7	0.7	-7.0	-7.5	3.1	-16.2	14.0	-1.9	3.3
COc1cccc(CNC(=O)CCS(=O)(=O)c2cccc3nsnc23)c1	-1.5	-1.0	6.4	1.0	-0.8	11.8	12.1	-0.8	-1.9

Random excerpt: six entries already listed, in no set order.
SMILES	UPR XBP1 act	APJ ag	tim10-1 inh	Mdm2-MdmX inh	GRIN3A LBD mod	TIM10 inh	NLRP3 yeast inh	CHOP UPR activ	tim23-1 inh
COc1cccc(-c2csc3nc[nH]c(=O)c23)c1	0.7	1.2	21.4	-2.3	1.6	-12.0	-2.3	-0.8	9.0
O=C(C(Sc1ccccc1)c1ccccc1)N1CCN(c2ccccc2)CC1 (stereo not drawn)	-2.3	-0.7	12.9	-17.9	-0.4	22.4	19.3	2.5	33.5
COc1ccc(CNC(=O)Cn2ccc(NC(=O)OCc3ccccc3)nc2=O)cc1	1.1	-1.8	-7.9	3.8	-1.3	-8.9	0.8	0.0	-7.0
Cc1nn(CC(=O)Nc2ccc(N3CCOCC3)cc2)c(C)c1[N+](=O)[O-]	-1.6	-2.6	4.6	6.7	-1.0	-1.8	3.6	-0.1	0.2
Cc1ccc(-c2cc(C(=O)N3CCN(C(=O)c4ccco4)CC3)[nH]n2)cc1C	-1.4	0.3	13.3	20.4	0.4	6.5	7.1	0.8	13.7
O=C(C1CCN(S(=O)(=O)c2ccccc2)CC1)N(CCc1ccccc1)Cc1ccco1	-0.7	8.7	21.3	13.9	1.8	27.1	13.1	-0.7	27.5
